CF NFkB inh – blocks PAF-induced NF-kB reporter in cystic fibrosis cells; KKLEB NF-kB-GFP reporter, GFP fluorescence overnight; inhibition, % at 5 µM; hit rate 0.86% among 360,000;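 active means at least 50% inhibition at 5 µM, scaled per plate between neutral and stimulator controls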;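 further: PAF is a Pseudomonas aeruginosa culture filtrate used as stimulus; plate controls were PAF-stimulated DMSO wells for no effect and unstimulated DMSO wells for full effect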
EBV LMP1 NFkB – reduces LMP1-driven NF-kappaB luciferase signal | LMP1-induced NF-kappaB luciferase reporter cells, luminescence | inhibition, % at 12.5 µM | hit rate 0.69% among 350,000; in the data active means inhibition above about 41%;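 further: 0% = neutral control wells and 100% = reference inhibitor control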
NCOA3 inh – inhibits human SRC3 coactivator; Q9Y6Q9; HEK293 GAL4-SRC3 luciferase reporter, luminescence; inhibition, % at 3.6 µM; hit rate 0.17% among 360,000;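 active means inhibition above a per-campaign cutoff, the mean of all compounds plus 3 SD, cut at about 60% in these data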;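 further: 0% = DMSO-treated cells and 100% = gossypol-treated cells at 36 µM; higher means less SRC3-driven luciferase light from the GAL4 reporter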
KKLEB cytotox – counter-screen for CF NF-kB inhibitors: cytotoxicity; KKLEB CF airway cells viability, ATPlite luminescence, overnight; active compounds read low; cells stimulated with P. aeruginosa culture filtrate; activity change (cytotoxicity), % at 5 µM; hit rate 0.36% among 360,000; AID 602141;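 active means corrected activity change at or below -50% at 5 µM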
NCOA1 inh – human NCOA1 inhibition. Q15788. HEK293 GAL4-SRC1 luciferase reporter, luminescence. inhibition, % at 3.6 µM. hit rate 0.12% among 360,000;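 active means inhibition above the campaign mean plus 3 SD, with each screening campaign given its own cutoff, cut at about 60% in these data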;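 further: 0% = DMSO treated cells and 100% = gossypol at 36 µM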
Shn3 inh set2 – inhibitors of Schnurri-3 3'UTR reporter in osteoblasts; Clone20 osteoblast Shn3 3'UTR firefly luciferase, 24 h; inhibition, % at 12.5 µM; hit rate 0.52% among 360,000;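 active means mean inhibition of at least 75% with every replicate also reaching 75%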;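 further: 0% = median of neutral control wells and 100% = pilot-screen positive control compound; some compounds past the cut are filed as inactive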
COUP-TFII inh – NR2F2 (human) inhibition, primary screen; HEK293T NGFI-A luciferase reporter, luminescence; P24468; hit rate 0.7% among 370,000; inhibition, % at 8.6 µM;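 active means inhibition above a per-plate cutoff, mean inhibition of test wells between control levels plus 3 SD, cut at about 38% in these data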;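 further: cells cotransfected with COUP-TFII expression vector driving the NGFI-A reporter; 0% = median of COUP-TF2 test wells and 100% = reporter-only cells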
Target sequence (P24468 whole entry, looked up): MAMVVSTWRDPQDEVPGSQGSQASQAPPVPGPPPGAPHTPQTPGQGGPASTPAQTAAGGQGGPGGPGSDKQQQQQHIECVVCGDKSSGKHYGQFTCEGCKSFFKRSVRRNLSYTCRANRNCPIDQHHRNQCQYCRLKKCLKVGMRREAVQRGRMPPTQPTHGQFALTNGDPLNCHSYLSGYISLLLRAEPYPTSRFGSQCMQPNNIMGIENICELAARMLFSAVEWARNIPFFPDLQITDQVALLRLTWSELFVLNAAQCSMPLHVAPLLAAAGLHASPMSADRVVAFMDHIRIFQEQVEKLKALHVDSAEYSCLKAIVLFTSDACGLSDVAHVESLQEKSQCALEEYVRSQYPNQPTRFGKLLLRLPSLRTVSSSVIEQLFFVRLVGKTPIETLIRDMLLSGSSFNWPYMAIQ
TWEAK-Fn14 inh – blocks TWEAK-Fn14 interaction in a reporter cell assay; TWEAK-stimulated Fn14 reporter cells, luciferase luminescence, 8 h; hit rate 2% among 360,000; inhibition, % at 10 µM; in the data active means inhibition above about 50%
C8 TRAIL sens – sensitizes caspase-8 expressing cells to TRAIL | NB7+C8 cells + TRAIL, ATPlite viability luminescence | inhibition (viability loss, TRAIL sensitization), % at 10 µM | hit rate 1% among 360,000;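 active means compounds causing at least 50% loss of cell viability in the single-dose screen, relative to plate controls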
LRH-1 inv ag – NR5A2 inverse agonism in reporter assay; O00482; HEK293T StAR-luciferase reporter, LRH-1 transfected, 24 h; inhibition, % at 3.6 µM; hit rate 0.13% among 360,000;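 active means inhibition above the mean inhibition of all tested compounds plus 3 SD, cut at about 73% in these data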;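 further: 0% = DMSO wells and 100% = reporter-only cells lacking LRH-1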
Target sequence (O00482 whole entry, looked up): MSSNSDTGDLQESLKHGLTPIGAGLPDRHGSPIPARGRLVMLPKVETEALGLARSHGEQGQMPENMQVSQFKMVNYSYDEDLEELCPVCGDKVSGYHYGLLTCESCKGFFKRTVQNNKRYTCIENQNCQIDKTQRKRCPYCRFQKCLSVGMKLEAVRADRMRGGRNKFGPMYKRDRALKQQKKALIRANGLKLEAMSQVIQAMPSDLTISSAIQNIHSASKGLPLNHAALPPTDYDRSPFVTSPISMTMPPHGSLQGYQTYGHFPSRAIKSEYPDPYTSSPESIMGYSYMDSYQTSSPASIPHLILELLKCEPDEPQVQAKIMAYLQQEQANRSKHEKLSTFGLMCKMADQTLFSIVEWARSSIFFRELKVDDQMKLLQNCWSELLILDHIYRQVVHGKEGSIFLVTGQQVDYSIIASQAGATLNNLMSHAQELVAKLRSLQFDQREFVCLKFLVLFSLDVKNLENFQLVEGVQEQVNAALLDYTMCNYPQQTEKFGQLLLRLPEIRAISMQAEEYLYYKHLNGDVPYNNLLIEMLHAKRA
TROY signal inh – blocks TROY-dependent signaling in reporter cells; Q293 LMP1-TROYcd NF-kB luciferase reporter, 4 h; inhibition, % at 10 µM; hit rate 0.98% among 360,000;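 active means compounds whose plate-normalised and pattern-corrected inhibition of the luciferase reporter signal at the single screening dose is 50% or more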
The depositor's hits bear a star. A portion of the library; the hit share may differ from the screen's.

Screening COc1ccc(C(=O)Oc2cc3c4c(c2)C(C)=CC(C)(C)N4C(=O)C3=O)cc1OC returned CF NFkB inh 26, EBV LMP1 NFkB 10, NCOA3 inh 20, KKLEB cytotox -3, NCOA1 inh -3, Shn3 inh set2 -2, COUP-TFII inh 16, TWEAK-Fn14 inh 9, C8 TRAIL sens 1, LRH-1 inv ag 2 and TROY signal inh -5.
Screening C/C(N)=C(/C#N)C(=O)CSc1nc2scc(-c3ccccc3)c2c(=O)n1C returned CF NFkB inh 5, EBV LMP1 NFkB 7, NCOA3 inh 16, KKLEB cytotox -4, NCOA1 inh 5, Shn3 inh set2 20, COUP-TFII inh 6, TWEAK-Fn14 inh 18, C8 TRAIL sens 8, LRH-1 inv ag 21 and TROY signal inh 14.
Screening Cc1ccc(C(=O)NCCCN2CCOCC2)c(Cl)c1 returned CF NFkB inh 6, EBV LMP1 NFkB 1, NCOA3 inh 1, KKLEB cytotox 4, NCOA1 inh -18, Shn3 inh set2 -8, COUP-TFII inh -10, TWEAK-Fn14 inh -2, C8 TRAIL sens -1, LRH-1 inv ag -2 and TROY signal inh -4.
`CCOc1ccc(NC(=O)CN(C)C(=O)C2CCN(c3ncnc4sc(C)c(C)c34)CC2)cc1OCC` gave CF NFkB inh 37, EBV LMP1 NFkB 13, NCOA3 inh 18, KKLEB cytotox 0, NCOA1 inh 25, Shn3 inh set2 3, COUP-TFII inh 22, TWEAK-Fn14 inh 41, C8 TRAIL sens 9, LRH-1 inv ag -7 and TROY signal inh 18.
`COc1ccc(OC)c(NC(=O)Nc2nc(C(N)c3ccccc3Cl)cs2)c1` (stereo not given) gave CF NFkB inh -4, NCOA3 inh 1, KKLEB cytotox -6, NCOA1 inh 13, Shn3 inh set2 14, COUP-TFII inh 5, TWEAK-Fn14 inh -16, C8 TRAIL sens -13, LRH-1 inv ag -31 and TROY signal inh 3.
O=C(NCCCn1cccn1)c1cc(COc2ccccc2)on1 was read as CF NFkB inh -7, EBV LMP1 NFkB -37, NCOA3 inh -56, KKLEB cytotox -14, NCOA1 inh -28, Shn3 inh set2 -30, COUP-TFII inh -50, TWEAK-Fn14 inh -17, C8 TRAIL sens -10, LRH-1 inv ag -71 and TROY signal inh -52.
O=C(C1CCN(S(=O)(=O)N2CCC3(CC2)OCCO3)CC1)N1CCN(Cc2ccccc2)CC1 was read as CF NFkB inh 0, EBV LMP1 NFkB -1, NCOA3 inh -5, KKLEB cytotox 4, NCOA1 inh -7, Shn3 inh set2 -14, COUP-TFII inh -18, TWEAK-Fn14 inh -12, C8 TRAIL sens -5, LRH-1 inv ag -12 and TROY signal inh -2.
Screening CCCCOC(=O)c1cc(-c2ccc(/C=N/n3cnnc3)o2)ccc1Cl returned CF NFkB inh 0, EBV LMP1 NFkB -17, NCOA3 inh -7, KKLEB cytotox 4, NCOA1 inh -7, Shn3 inh set2 15, COUP-TFII inh -10, TWEAK-Fn14 inh 30, C8 TRAIL sens 11, LRH-1 inv ag -34 and TROY signal inh -33.
For CC(/C=N/NC(=O)c1cc(-c2cccn2C)n[nH]1)=C\c1ccccc1 the results were CF NFkB inh -22, EBV LMP1 NFkB -1, NCOA3 inh 5, KKLEB cytotox 11, NCOA1 inh 21, Shn3 inh set2 -5, COUP-TFII inh -26, TWEAK-Fn14 inh 1, C8 TRAIL sens -13, LRH-1 inv ag -10 and TROY signal inh -8.
`O=c1c2ccccc2nc2n1CCS2` gave CF NFkB inh 11, EBV LMP1 NFkB -5, NCOA3 inh -1, KKLEB cytotox 11, NCOA1 inh -27, Shn3 inh set2 0, COUP-TFII inh -12, TWEAK-Fn14 inh 14, C8 TRAIL sens 1, LRH-1 inv ag 8 and TROY signal inh 18.
For CC(=O)NCCSCCNC(C)=O the results were CF NFkB inh 13, EBV LMP1 NFkB 6, NCOA3 inh -12, KKLEB cytotox -2, NCOA1 inh -6, Shn3 inh set2 -7, COUP-TFII inh 9, TWEAK-Fn14 inh -13, C8 TRAIL sens 4, LRH-1 inv ag -11 and TROY signal inh 17.
O=C(NCCc1ccccc1)C1CCN(C(=O)N2CCOc3ccccc32)CC1 was read as CF NFkB inh -23, EBV LMP1 NFkB 1, NCOA3 inh -20, KKLEB cytotox 34, NCOA1 inh -9, Shn3 inh set2 4, COUP-TFII inh 4, TWEAK-Fn14 inh -13, C8 TRAIL sens -5, LRH-1 inv ag 26 and TROY signal inh 4.
`CCn1cc(C(=O)N2CCCC2)c(=O)c2cc(S(=O)(=O)N3CCC(C)CC3)ccc21` gave CF NFkB inh 2, EBV LMP1 NFkB 5, NCOA3 inh 6, KKLEB cytotox 0, NCOA1 inh 6, Shn3 inh set2 6, COUP-TFII inh 4, TWEAK-Fn14 inh 15, C8 TRAIL sens 5, LRH-1 inv ag -12 and TROY signal inh 1.
For Cc1ccc(C(O)c2ncc(-c3ccc(C(F)(F)F)cc3)[nH]2)cc1F (stereo not given) the results were CF NFkB inh -4, NCOA3 inh 16, KKLEB cytotox 0, NCOA1 inh 2, Shn3 inh set2 8, COUP-TFII inh 3, TWEAK-Fn14 inh -13, C8 TRAIL sens 3, LRH-1 inv ag 2 and TROY signal inh 14.
For Cc1ccc(CN2CCN(Cc3ccccc3)C(CCO)C2)s1 (stereo not given) the results were CF NFkB inh 22, EBV LMP1 NFkB -3, NCOA3 inh -2, KKLEB cytotox 1, NCOA1 inh 5, Shn3 inh set2 1, COUP-TFII inh -11, TWEAK-Fn14 inh -2, C8 TRAIL sens 6, LRH-1 inv ag 7 and TROY signal inh -8.
For CCOc1cc(C(=O)NN=C2CCCC2)cc(OCC)c1OCC the results were CF NFkB inh -2, EBV LMP1 NFkB 0, NCOA3 inh -14, KKLEB cytotox 10, NCOA1 inh -3, Shn3 inh set2 21, COUP-TFII inh -53, TWEAK-Fn14 inh -12, C8 TRAIL sens -5, LRH-1 inv ag 14 and TROY signal inh 25.
For CCCCC(CC)C(=O)NCCc1ccc(S(N)(=O)=O)cc1 (stereo not given) the results were CF NFkB inh -1, EBV LMP1 NFkB -11, NCOA3 inh 7, KKLEB cytotox 1, NCOA1 inh -2, Shn3 inh set2 11, COUP-TFII inh 5, TWEAK-Fn14 inh 9, C8 TRAIL sens -2, LRH-1 inv ag 5 and TROY signal inh -2.
COc1ccc(C(=O)OCC(=O)NC2CC2)cc1OC was read as CF NFkB inh 5, EBV LMP1 NFkB 4, NCOA3 inh 2, KKLEB cytotox 6, NCOA1 inh -4, Shn3 inh set2 1, COUP-TFII inh 17, TWEAK-Fn14 inh 4, C8 TRAIL sens -12, LRH-1 inv ag -15 and TROY signal inh 0.
`CC(=O)C1=C(C)OC(N)=C(C#N)C1c1cc2cc(C)c(C)cc2nc1Cl` (stereo not given) gave CF NFkB inh 19, EBV LMP1 NFkB 4, NCOA3 inh -5, KKLEB cytotox -18, NCOA1 inh -32, Shn3 inh set2 13, COUP-TFII inh -24, TWEAK-Fn14 inh 13, C8 TRAIL sens -9, LRH-1 inv ag 5 and TROY signal inh -9.
`CN(C)c1ccc(NC(=S)c2ccccn2)cc1` gave CF NFkB inh -11, EBV LMP1 NFkB 73*, NCOA3 inh 26, KKLEB cytotox -55*, NCOA1 inh -26, Shn3 inh set2 62, COUP-TFII inh 42*, TWEAK-Fn14 inh 99*, C8 TRAIL sens 85*, LRH-1 inv ag -40 and TROY signal inh 81*.
Screening O=C(COC(=O)c1cc(S(=O)(=O)N2CCOCC2)ccc1F)Nc1ccc(Cl)cn1 returned CF NFkB inh -17, EBV LMP1 NFkB -5, NCOA3 inh 25, KKLEB cytotox -29, NCOA1 inh -5, Shn3 inh set2 -1, COUP-TFII inh -4, TWEAK-Fn14 inh -16, C8 TRAIL sens 11, LRH-1 inv ag -4 and TROY signal inh -26.
For O=C(O)c1ccc(N2N=C(c3ccccc3)CC2c2ccccc2)cc1 (stereo not given) the results were CF NFkB inh 6, EBV LMP1 NFkB 11, NCOA3 inh -7, KKLEB cytotox -4, NCOA1 inh 9, Shn3 inh set2 7, COUP-TFII inh -7, TWEAK-Fn14 inh 8, C8 TRAIL sens -4, LRH-1 inv ag 13 and TROY signal inh -12.
O=C(c1cc(-c2cccs2)on1)N1CCCCC1 was read as CF NFkB inh -6, EBV LMP1 NFkB -15, NCOA3 inh -111, KKLEB cytotox 15, NCOA1 inh -98, Shn3 inh set2 -58, COUP-TFII inh -57, TWEAK-Fn14 inh 29, C8 TRAIL sens 18, LRH-1 inv ag -106 and TROY signal inh -16.
`c1ccc(Cn2c(SCc3nc4ccccc4s3)nnc2-c2ccco2)cc1` gave CF NFkB inh -6, EBV LMP1 NFkB -26, NCOA3 inh -41, KKLEB cytotox 4, NCOA1 inh -54, Shn3 inh set2 2, COUP-TFII inh 10, TWEAK-Fn14 inh 6, C8 TRAIL sens -14, LRH-1 inv ag -27 and TROY signal inh 21.
`CC(=O)Oc1ccc(NC(=O)C2CCCCC2)c(C(=O)O)c1` gave CF NFkB inh -13, EBV LMP1 NFkB 3, NCOA3 inh 8, KKLEB cytotox 10, NCOA1 inh -11, Shn3 inh set2 -11, COUP-TFII inh 2, TWEAK-Fn14 inh 0, C8 TRAIL sens 0, LRH-1 inv ag -3 and TROY signal inh 7.
c1ccc2c(C(c3nnnn3-c3ccc4c(c3)OCCO4)N3CCOCC3)ccnc2c1 (stereo not given) was read as COUP-TFII inh 8, TWEAK-Fn14 inh 23, C8 TRAIL sens -7, LRH-1 inv ag 14 and TROY signal inh -1.
`Cc1ccc(-c2[nH]c(-c3ccc(Cl)cc3)nc2SCC(=O)NCC2CCCO2)cc1` (stereo not given) gave CF NFkB inh 9, EBV LMP1 NFkB 3, NCOA3 inh -54, KKLEB cytotox -13, NCOA1 inh -60, Shn3 inh set2 -3, COUP-TFII inh 1, TWEAK-Fn14 inh 4, C8 TRAIL sens 4, LRH-1 inv ag 16 and TROY signal inh -11.
For O=C(/C(=C/O)N=Nc1cccc(C(F)(F)F)c1)c1ccccc1 the results were CF NFkB inh 26, EBV LMP1 NFkB 0, NCOA3 inh 18, KKLEB cytotox -6, NCOA1 inh -2, Shn3 inh set2 16, COUP-TFII inh 31, TWEAK-Fn14 inh -3, C8 TRAIL sens 2, LRH-1 inv ag 10 and TROY signal inh 19.
For O=c1[nH][nH]c(-c2ccccc2)c1-c1ccccc1 the results were CF NFkB inh -24, EBV LMP1 NFkB -5, NCOA3 inh 4, KKLEB cytotox 27, NCOA1 inh -15, Shn3 inh set2 9, COUP-TFII inh -5, TWEAK-Fn14 inh -3, C8 TRAIL sens 1, LRH-1 inv ag 8 and TROY signal inh 1.
`Cc1cc(C)nc(NC(=O)c2cc(-c3ccc(C)s3)nc3ccccc23)c1` gave CF NFkB inh -7, EBV LMP1 NFkB 0, NCOA3 inh 6, KKLEB cytotox 4, NCOA1 inh -10, Shn3 inh set2 13, COUP-TFII inh 14, TWEAK-Fn14 inh -15, C8 TRAIL sens 8, LRH-1 inv ag -4 and TROY signal inh 0.
